GPR7 antagonist = human neuropeptides B/W receptor 1 antagonism; P48145; GPR7-expressing cells, fluorescence antagonist assay; inhibition, % at 4.4 µM; 290,000 compounds, 1.1% hits; AID 1861; in the data active = inhibition above about 16%, passing the limit was not always enough;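 note: cells stimulated with the agonist NPW; 0% = agonist with vehicle and 100% = vehicle without agonist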
Target sequence (P48145 whole entry, looked up): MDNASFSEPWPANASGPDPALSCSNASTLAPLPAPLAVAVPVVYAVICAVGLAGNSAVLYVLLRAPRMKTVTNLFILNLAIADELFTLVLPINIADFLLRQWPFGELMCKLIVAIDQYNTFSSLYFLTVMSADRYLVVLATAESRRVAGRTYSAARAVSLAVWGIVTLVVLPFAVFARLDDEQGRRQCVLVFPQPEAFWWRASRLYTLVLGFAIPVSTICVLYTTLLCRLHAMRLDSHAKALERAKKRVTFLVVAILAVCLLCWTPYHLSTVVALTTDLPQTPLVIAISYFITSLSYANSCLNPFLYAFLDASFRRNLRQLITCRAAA
GalR3 antagonist = antagonists of human GalR3; inhibition, % at 3 µM; O60755; 360,000 compounds, 0.44% hits; HEK293 GalR3-CNG cAMP membrane potential fluorescence; galR3 body fused to GalR1 C-terminus;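 active = inhibition above the screen-wide average plus 3 SD, cut at about 13% in these data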;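 note: forskolin and galanin both at EC90 stimulate the cells; cAMP rise reported by CNG channel membrane potential dye signal; 0% = forskolin plus galanin with DMSO and 100% = forskolin alone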
VIM-2 inhibitor = blocks Pseudomonas aeruginosa VIM-2 metallo-beta-lactamase | 290,000 compounds, 0.89% hits | inhibition, % at 5.6 µM | purified VIM-2, nitrocefin hydrolysis, epi-absorbance fluorescence;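 active = inhibition above the mean of all tested compounds plus 3 SD, cutoff set per screening run, cut at about 7.5% in these data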;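 note: red hydrolysis product quenches plate fluorescence so inhibitors raise well fluorescence; 0% = enzyme with DMSO and 100% = DMSO without enzyme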
DNA FID counter = displaces DNA intercalator in HCV helicase counter-screen. DNA fluorescent intercalator displacement, fluorescence. inhibition, % at 7.9 µM. 290,000 compounds, 0.17% hits; in the data active = inhibition above about 37%;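 note: 0% = vehicle and 100% = reference compound; higher means more ethidium bromide displaced from hairpin DNA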
HCV NS3 hel inh = HCV NS3 helicase inhibition | NS3 helicase DNA unwinding, Cy5 molecular beacon fluorescence | inhibition, % at 10.9 µM | 290,000 compounds, 0.56% hits | AID 1800;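 active = inhibition above the mean of all tested compounds plus 3 SD, set per campaign, cut at about 35% in these data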;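 note: 0% = DMSO wells and 100% = thioflavine S control wells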
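System: NS3 helicase fragment of HCV / Schedule: 1 h at 25 °C / Control set: DMSO alone as 0% and 110 µM thioflavine S as 100% / Reagent: Cy5/quencher beacon DNA duplex and ATP to start / Technique: Cy5 fluorescence / Replication: singlicate / Evaluation: % inhibition of end-to-start signal ratio versus controls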
PHOSPHO1 inh = inhibitors of human PHOSPHO1 phosphatase. recombinant PHOSPHO1, absorbance phosphatase assay. Q8TCT1. inhibition, % at 13.3 µM. 290,000 compounds, 1.1% hits; in the data active = inhibition above about 60%
Target sequence (Q8TCT1 whole entry, looked up): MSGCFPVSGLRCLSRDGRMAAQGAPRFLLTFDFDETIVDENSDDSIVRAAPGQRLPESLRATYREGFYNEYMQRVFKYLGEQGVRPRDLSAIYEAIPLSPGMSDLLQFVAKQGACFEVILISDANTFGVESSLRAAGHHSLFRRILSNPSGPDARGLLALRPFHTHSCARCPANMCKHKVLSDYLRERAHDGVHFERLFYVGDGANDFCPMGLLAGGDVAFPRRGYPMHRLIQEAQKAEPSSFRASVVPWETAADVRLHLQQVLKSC
V1aR counter = activates human V1a receptor in oxytocin agonist counter-screen; CHO-V1R cells, Fluo-8 calcium fluorescence, agonist mode; 0% DMSO, 100% 3 nM vasopressin; P37288; activation, % at 3 µM; 320,000 compounds, 0.25% hits; AID 2797;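 active = activation above the mean activation of all tested compounds plus 3 SD, per screening run, cut at about 20% in these data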;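 note: signal is peak over basal fluorescence ratio across a 100 second FLIPR read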
Target sequence (P37288 whole entry, looked up): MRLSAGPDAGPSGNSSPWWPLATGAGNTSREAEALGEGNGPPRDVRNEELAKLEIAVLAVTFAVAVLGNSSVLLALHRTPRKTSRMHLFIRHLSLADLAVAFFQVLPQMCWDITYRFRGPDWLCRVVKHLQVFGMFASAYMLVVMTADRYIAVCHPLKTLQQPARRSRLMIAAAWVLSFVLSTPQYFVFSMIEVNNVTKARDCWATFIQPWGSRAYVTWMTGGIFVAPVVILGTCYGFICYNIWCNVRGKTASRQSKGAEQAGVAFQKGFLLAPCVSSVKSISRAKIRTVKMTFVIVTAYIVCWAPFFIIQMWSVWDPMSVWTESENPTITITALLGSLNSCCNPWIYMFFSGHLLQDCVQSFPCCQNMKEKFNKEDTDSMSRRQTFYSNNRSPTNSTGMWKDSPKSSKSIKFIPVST
IMP-1 inhibitor = inhibitors of Pseudomonas aeruginosa IMP-1 metallo-beta-lactamase; 290,000 compounds, 0.45% hits; inhibition, % at 5.6 µM; AID 1556; purified IMP-1, nitrocefin hydrolysis, epi-absorbance fluorescence;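 active = inhibition above the mean plus 3 SD of all compounds in the same screening run, cut at about 4.5% in these data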;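 note: 0% = IMP-1 with DMSO and 100% = DMSO wells lacking enzyme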
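System: purified IMP-1; amount: IMP-1 0.2 nM before substrate addition; compound: single dose, 5.6 µM; times: 25 °C, 15 min preincubation, 25 min reaction; signal: Epi-absorbance via hydrolysed-nitrocefin quenching of white-plate fluorescence, 480/530 nm, EDTA stop; benchmarks: DMSO with and without IMP-1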
OXTR agonist = agonists of human oxytocin receptor | CHO-OTR cells, Fluo-8 calcium fluorescence; normalized: DMSO 0%, oxytocin 100% | P30559 | activation, % at 3 µM | 320,000 compounds, 0.32% hits;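 active = activation above the mean of all tested compounds plus 3 SD, cutoff set per screening run, cut at about 20% in these data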;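 note: peak over basal fluorescence ratio from a 100 s FLIPR kinetic read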
The depositor's hits bear a star; . = not tested or not shown; & = joins results of further samples.

SMILES	GPR7 antagonist	GalR3 antagonist	VIM-2 inhibitor	DNA FID counter	HCV NS3 hel inh	PHOSPHO1 inh	V1aR counter	IMP-1 inhibitor	OXTR agonist
CC(C)c1nnc(NC(=O)CC23CC4CC(CC(C4)C2)C3)s1	-4	.	-1.4	-29	10	10	0.2	-4.8	-0.3
CCC1C(c2ccccc2)N(C)C(c2ccccc2)CC1(O)c1ccccc1 (stereo not given)	-12	-5	-0.4	21	-19	33	-0.6	-1.8	-2.4
NNC(=O)CN1C(=O)Nc2ccc(Br)cc2C1c1ccccc1 (stereo not given)	-6	-8	-5.0	-22	-4	-20	-0.1	-3.2	0.1
Cc1ccc(-c2n[nH]c(=S)c3ccccc23)cc1	-2	1	0.2	-2	1	-106	-1.4	-1.0	-2.8
O=C(CSc1ccc(-c2ccc(Cl)cc2)nn1)NC1CCCC1	0	0	1.4	-18	-8	14	3.1	-1.2	-0.6
CCCc1nc(NCCO)c(C#N)c2c1CCCC2	-18	-2	-0.2	-32	-3	22	-1.2	-3.0	-1.7
CC(NC(=O)C12CC3CC(CC(C3)C1)C2)c1ccc(F)cc1 (stereo not given)	8	-9	-1.0	-16	9	32	-0.8	-1.5	-2.1
Cn1ccnc1C(=O)c1cccc(Br)c1	-4	-7	-3.2	-1	5	36	0.3	-3.9	-1.7
O=C(c1ccc(Cl)c(S(=O)(=O)N2CCCC2)c1)N1CCOCC1	-3	1	-0.6	-3	7	14	0.3	-1.6	-0.1
COC(=O)[C@@H](C)NC(=O)c1ccc2oc(CCc3ccccc3)nc2c1	2	-5	-2.2	-21	0	3	1.1	-3.0	-1.1
COc1cc(C(=O)N=c2sccn2C)c([N+](=O)[O-])cc1OC	-21	0	-2.8	-13	20	-1	.	0.0	.
O=C(N/N=C/c1cccc([N+](=O)[O-])c1)c1ccc2c(c1)OCCO2	18	-3	-0.3	1	1	23	1.2	-1.2	-1.9
CCCCSc1nnc2nc(C)cc(C)n12	-13	-3	-0.1	0	12	6	-0.5	-3.5	-1.0
COc1ccc(NC(=O)C2CCCN2c2nn3c(=O)cc(C)nc3s2)cc1 (stereo not given)	-7	.	-2.4	-3	-7	18	0.7	-3.6	-0.6
O=C(COC(=O)c1cc([N+](=O)[O-])ccc1NCCO)NCc1cccs1	-1	9	-1.5	6	5	-50	1.0	-1.9	1.0
COc1ccc(S(=O)(=O)N2CCN(c3ccc(C)cc3C)CC2)cc1OC	-26	2	-3.0	-27	-19	-6	2.9	-0.7	3.5
CC1(OC(=O)CCc2ccccc2)C(=O)C=C2C=C(c3ccc(C#N)cc3)N(CCc3c[nH]c4ccccc34)C=C2C1=O (stereo not given)	.	3	.	.	.	26	-1.1	.	-0.6
COC(=O)c1sc(S(=O)(=O)Nc2ccc(C)c(C)c2)c(C(=O)OC)c1C	-17	-4	2.4	-16	-8	6	-0.6	1.0	-2.0
COc1ccc(CC(=O)Oc2cc(C)[nH]c(=O)c2[N+](=O)[O-])cc1	-1	7	-2.9	4	-9	10	-0.1	-3.8	0.7
CSc1nnc(NC(=O)c2ccco2)s1	-17	1	-1.9	-3	9	30	0.1	-4.1	1.4
Cn1c(N)c(C(=O)CCl)c(=O)n(Cc2ccccc2)c1=O	-15	3	-2.2	1	3	-1	0.0	-3.9	1.4
Cc1cc(C)c(S(=O)(=O)N2CCCC(C(=O)N3CCCC3)C2)c(C)c1 (stereo not given)	0	-1	-3.3	-43	-5	.	-0.4	-1.4	0.5
C=C(C)c1cccc(C(C)(C)NC(=O)N2CCC(C)CC2)c1	-1	-6	-6.8	-6	-2	12	-1.8	2.2	-2.3
CCOC(=O)N1CCN(C(=O)c2ccc3c(c2)NC(=O)C(N2CCOCC2)S3)CC1 (stereo not given)	-8	2	1.6	-25	5	-13	-0.2	-0.3	-0.1
Cc1nc(Cl)c2c(n1)NC(=O)CO2	-3	-7	-1.7	-1	-24	16	0.6	-2.9	0.9
O=S(=O)(NC(=NC1CCCCC1)c1ccccc1)c1ccccc1	1	-6	-2.4	-22	1	-7	1.2	-2.7	-0.9
CCN1CCN(Cc2ccc(NC(=O)c3cc(NC(=O)C(=O)c4c[nH]c5ccccc45)cc(OC)c3)cc2C(F)(F)F)CC1	.	-8	.	.	.	9	1.3	.	4.8
C=C(C)c1nc(N)nc(N)n1	-6	6	-3.1	-1	4	13	1.1	-3.5	0.1
O=C(O)C(CCCCNS(=O)(=O)c1ccc(F)cc1)NS(=O)(=O)c1ccc(F)cc1 (stereo not given)	-14&-17	-4&-9	-3.0&-0.9	-24&-30	5&7	19&36	-0.6&-0.6	-1.8&-4.1	-0.2&0.1
COc1ccc(-n2c(C)ccc2C)c([N+](=O)[O-])c1	-5	-7	-2.5	-1	12	9	0.3	-3.0	-0.7
CCOC(=O)c1oc2c(CN3CCCCC3C)c(O)ccc2c(=O)c1-c1ccc(OC)c(OC)c1 (stereo not given)	-5	-3	-3.4	-3	-1	-5	-0.2	-2.8	0.3
O=C(COc1ncnc2ccc(Br)cc12)Nc1ccc(N2CCOCC2)cc1	-7	3	-3.4	-3	-5	10	1.5	-3.4	1.8
Cc1ccc(CNC(=O)C2c3ccccc3C(=O)N3CCc4ccccc4C23)o1 (stereo not given)	-11	-4	-1.6	-9	4	21	-0.5	-4.1	-0.8
O=C(CCC(=O)N1CCOc2ccccc21)NCCCN1CCN(Cc2ccccc2)CC1	21*	.	0.4	14	2	7	-0.4	-2.9	-1.4
O=C(NCc1ccc(F)cc1)C(c1ccncc1)N(C(=O)c1csnn1)C1CC1 (stereo not given)	0	-5	-3.1	-2	-4	38	-0.6	-0.7	-0.5
Cc1cccc(C(=O)NCCN(C)C)c1	0	-3	-3.2	-2	-2	-9	0.0	-3.6	-0.2
Cc1cccc[n+]1CC(=O)Nc1ccc([N+](=O)[O-])cc1Cl	-12	1	-0.6	12	8	15	0.2	-1.1	-0.1
NS(=O)(=O)c1cc(C(=O)Nc2ccc3c(c2)OCCCO3)ccc1Cl	-5	-3	-1.7	-1	-3	23	-0.6	-3.3	0.1
NC(=O)c1ccccc1N(Cc1ccccc1)S(=O)(=O)c1ccccc1	-2	-6	-3.6	-12	-4	30	0.7	-3.1	0.3
O=C(NCc1ccncc1)C(=O)NCC1OCCN1S(=O)(=O)c1ccc(F)cc1 (stereo not given)	-13	-1	-2.5	-5	0	14	-0.2	-4.6	0.3
COc1ccc(-c2nnn(CC(=O)NCCc3c[nH]c4ccccc34)n2)cc1OC	8	-3	-1.8	-8	0	7	4.0	-1.8	9.1
COc1ccc(NC(=O)CS(=O)(=O)c2ccc(F)cc2)cc1	-11	-7	-0.9	3	-3	23	-0.3	-1.9	-1.3
O=C(CCCCC(=O)NNC(=O)COc1ccccc1)NNC(=O)COc1ccccc1	-7	-1	-3.0	-11	9	19	0.8	-3.3	0.3
CCc1ccc(-c2cc(C(=O)N3N=C(C(F)F)CC3(O)C(F)F)c3ccccc3n2)cc1 (stereo not given)	5	-7	-1.3	-10	-16	9	1.5	-2.3	1.0
COc1ccc(S(=O)(=O)n2nc(-c3ccc(Cl)cc3)cc2N)cc1OC	18*	-7	0.6	-4	-13	3	3.2	-3.0	0.3
CCNC(=S)NNC(=O)c1c(Cl)c(C)nn1C	4	-4	-0.8	4	-5	8	0.1	-1.7	-0.1
O=C1CCC(/C=C/c2ccccc2)=NN1Cc1ccccc1Cl	5	0	-2.2	-20	-8	-4	0.1	0.6	-1.3
COc1cc(/C=N/NC(=O)c2csc3c2CCCC3)cc(OC)c1O	-12	-1	-4.2	-20	-7	2	-1.5	-4.2	-2.9
CCn1c(/C=C2\C(=O)N(C(C)C)c3ccccc32)nc2ccccc2c1=O	-2	12	-1.0	-28	8	42	-1.6	-1.7	-1.1
CNc1nc2ccccc2n1N	-11	3	0.6	0	-3	-14	0.0	-0.8	-0.6
CCc1ccc(C(=O)NCc2ccc(Cl)cc2)cc1	9	2	-0.9	-7	3	6	-1.0	-2.7	-2.4
Cc1ccc(N(CC(=O)N2CCOCC2)S(C)(=O)=O)cc1C	4	-5	-2.9	-2	3	-5	0.5	-3.9	1.3

Among those listed so far, eleven contain an aryl methoxy group:
SMILES	GPR7 antagonist	GalR3 antagonist	VIM-2 inhibitor	DNA FID counter	HCV NS3 hel inh	PHOSPHO1 inh	V1aR counter	IMP-1 inhibitor	OXTR agonist
COc1cc(C(=O)N=c2sccn2C)c([N+](=O)[O-])cc1OC	-21	0	-2.8	-13	20	-1	.	0.0	.
COc1ccc(NC(=O)C2CCCN2c2nn3c(=O)cc(C)nc3s2)cc1 (stereo not given)	-7	.	-2.4	-3	-7	18	0.7	-3.6	-0.6
COc1ccc(S(=O)(=O)N2CCN(c3ccc(C)cc3C)CC2)cc1OC	-26	2	-3.0	-27	-19	-6	2.9	-0.7	3.5
COc1ccc(CC(=O)Oc2cc(C)[nH]c(=O)c2[N+](=O)[O-])cc1	-1	7	-2.9	4	-9	10	-0.1	-3.8	0.7
CCN1CCN(Cc2ccc(NC(=O)c3cc(NC(=O)C(=O)c4c[nH]c5ccccc45)cc(OC)c3)cc2C(F)(F)F)CC1	.	-8	.	.	.	9	1.3	.	4.8
COc1ccc(-n2c(C)ccc2C)c([N+](=O)[O-])c1	-5	-7	-2.5	-1	12	9	0.3	-3.0	-0.7
CCOC(=O)c1oc2c(CN3CCCCC3C)c(O)ccc2c(=O)c1-c1ccc(OC)c(OC)c1 (stereo not given)	-5	-3	-3.4	-3	-1	-5	-0.2	-2.8	0.3
COc1ccc(-c2nnn(CC(=O)NCCc3c[nH]c4ccccc34)n2)cc1OC	8	-3	-1.8	-8	0	7	4.0	-1.8	9.1
COc1ccc(NC(=O)CS(=O)(=O)c2ccc(F)cc2)cc1	-11	-7	-0.9	3	-3	23	-0.3	-1.9	-1.3
COc1ccc(S(=O)(=O)n2nc(-c3ccc(Cl)cc3)cc2N)cc1OC	18*	-7	0.6	-4	-13	3	3.2	-3.0	0.3
COc1cc(/C=N/NC(=O)c2csc3c2CCCC3)cc(OC)c1O	-12	-1	-4.2	-20	-7	2	-1.5	-4.2	-2.9

High-throughput results (PubChem)

Hits appear at their usual frequency; any-hit rate near 4.3%.
